PPARg SRC3 recr – promotes SRC-3 coactivator recruitment by human PPARgamma; P37231; biochemical PPARgamma/SRC-3 coactivator recruitment assay; activation, % at 8 µM; 200,000 compounds, 0.26% hits; AID 731; in the data active means activation above about 23%;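 further: 0% = DMSO and 100% = reference agonist; some compounds past the cut are filed as inactive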
bIAP inh – intestinal alkaline phosphatase (bovine) inhibition; purified bovine IAP, CDP-star luminescence, 30 min; inhibition, % at 20 µM; 190,000 tested, under 10 active;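 active means over 50% inhibition of intestinal alkaline phosphatase at 20 µM in the single-dose screen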
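test system = bovine IAP enzyme | medium = DEA buffer 100 mM, pH 9.8, with MgCl2 1.0 mM, ZnCl2 0.02 mM | detection = luminescence | dosing = single compound dose of 20 µM, 2% DMSO final | incubation = 30 min reaction at room temperature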
STAT3 blocker – inhibitors of IL-6 induced STAT3 signaling | inhibition, % at 5.5 µM | U3A cells, IL-6 STAT3-luciferase reporter, luminescence; host cell line lacks STAT1 | 190,000 compounds, 0.89% hits;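 active means inhibition above the mean inhibition across all screened compounds plus 3 SD, cut at about 44% in these data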;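 further: 0% = DMSO only wells and 100% = 100 µM nifuroxazide control wells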
SRC2 TRFRET art – flags TR-FRET format artefacts in PPARgamma SRC-2 recruitment agonist screen; TR-FRET ratio at 8 µM; TR-FRET artefact counter-screen; stronger effect = higher value; 200,000 compounds, 0.4% hits; in the data active means TR-FRET ratio above about 2000; further: inactives centre near 1500
bIAP activator – increases bovine intestinal alkaline phosphatase activity | purified bovine IAP, CDP-star luminescence, 30 min; stronger effect = higher value; fold of DMSO-control signal, blank-subtracted | activation factor at 20 µM | 200,000 compounds, 0.17% hits;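 active means activation factor of 2 or more at 20 µM, a signal rise over negative controls twice the positive control's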
PPARg SRC-2 ag – PPARgamma-driven SRC-2 recruitment agonism | P37231 | PPARgamma LBD-SRC-2 recruitment, biochemical | activation, % at 8 µM | 200,000 compounds, 0.34% hits; in the data active means activation above about 22%;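 further: 0% = vehicle and 100% = reference agonist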
TNAP act hi DEA – TNAP (human) activation, high acceptor; P05186; purified TNAP, CDP-star luminescence, 1 M DEA, 30 min; stronger effect = higher value; 0 = EDTA background, 1 = DMSO-only activity; activation factor at 20 µM; 200,000 tested, under 10 active; AID 1136;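 active means activation factor at least 2 at 20 µM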
Target sequence (P05186 whole entry, looked up): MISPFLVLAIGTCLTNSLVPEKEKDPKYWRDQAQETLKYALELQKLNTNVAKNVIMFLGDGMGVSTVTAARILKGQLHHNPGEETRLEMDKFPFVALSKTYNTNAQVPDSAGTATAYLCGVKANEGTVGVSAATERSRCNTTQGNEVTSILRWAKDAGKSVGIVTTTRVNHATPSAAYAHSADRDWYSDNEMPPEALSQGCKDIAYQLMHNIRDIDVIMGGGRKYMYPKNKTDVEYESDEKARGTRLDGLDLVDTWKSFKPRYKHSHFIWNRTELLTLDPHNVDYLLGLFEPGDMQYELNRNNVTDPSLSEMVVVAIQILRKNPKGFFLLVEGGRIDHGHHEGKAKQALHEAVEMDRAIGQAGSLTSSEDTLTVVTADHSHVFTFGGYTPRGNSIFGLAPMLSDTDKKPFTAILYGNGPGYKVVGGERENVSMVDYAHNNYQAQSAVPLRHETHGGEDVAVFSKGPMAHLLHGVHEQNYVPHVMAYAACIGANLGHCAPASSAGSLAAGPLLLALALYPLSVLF
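Test system – human TNAP · Doses – 20 µM single point · Incubation – 30 min, room temperature · Signal – luminescent substrate turnover signal · Read-out basis – activation factor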
STAT3 activator – increases IL-6 driven STAT3 reporter signal; U3A cells, IL-6 STAT3-luciferase reporter, luminescence; 100% = signal with IL-6 EC80 alone; activation (% of control), % at 5.6 µM; 190,000 compounds, 0.91% hits; AID 871;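 active means activation above the screen-wide mean of compound activation plus 3 SD, cut at about 130% in these data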;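 further: 0% = background luminescence of wells with medium and substrate only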
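system = STAT3-luciferase reporter U3A cells | reagent = IL-6 stimulus at 33 ng/mL final | timing = 1 h compound pre-exposure, 6 h IL-6 stimulation, 37 °C | measured by = luminescence | evaluation = % activation versus median of IL-6-stimulated wells | control set = IL-6-only wells as 100% reference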
STAT1 blocker – STAT1 signaling inhibition; NIH 3T3 STAT1-luciferase reporter, IFN-gamma, luminescence; inhibition, % at 5.5 µM; 200,000 compounds, 0.35% hits; AID 920;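 active means inhibition above a set limit, the mean inhibition across all tested compounds plus 3 SD, cut at about 34% in these data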;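 further: 0% = IFN-gamma with DMSO and 100% = IFN-gamma with 300 µM nifuroxazide; values of inactives mirror those of a sister screen read the other way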
ROMK mod – human ROMK K+ channel modulation, primary screen | P48048 | Tet-inducible ROMK, thallium flux fluorescence; actives lie on both sides | B-score at 10 µM | 130,000 compounds, 2% hits | AID 1918;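 active means signal ratio slope over the read window, or its plate-corrected B-score, at least 3 SD from the plate mean, either direction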;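 further: B-score of the F/F0 ratio slope over 7 to 12 s after thallium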
Target sequence (P48048 whole entry, looked up): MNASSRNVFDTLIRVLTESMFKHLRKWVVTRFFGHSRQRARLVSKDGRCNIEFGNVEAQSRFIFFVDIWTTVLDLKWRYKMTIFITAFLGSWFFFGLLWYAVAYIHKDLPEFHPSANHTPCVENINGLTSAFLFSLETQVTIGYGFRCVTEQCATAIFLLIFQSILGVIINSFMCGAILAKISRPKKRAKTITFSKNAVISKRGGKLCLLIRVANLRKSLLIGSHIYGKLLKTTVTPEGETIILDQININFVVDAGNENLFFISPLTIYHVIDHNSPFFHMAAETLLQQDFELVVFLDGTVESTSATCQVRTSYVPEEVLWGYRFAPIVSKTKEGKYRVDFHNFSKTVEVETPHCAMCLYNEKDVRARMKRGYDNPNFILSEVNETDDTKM
PPARg SRC1 recr – agonists of human PPARgamma SRC-1 coactivator recruitment. P37231. PPARgamma-SRC-1 coactivator recruitment biochemical assay. activation, % at 8 µM. 200,000 compounds, 0.41% hits. AID 631; in the data active means activation above about 19%;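 further: 0% = DMSO and 100% = reference agonist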
* = called active by the depositor; . = no result given.

SMILES | PPARg SRC3 recr | bIAP inh | STAT3 blocker | SRC2 TRFRET art | bIAP activator | PPARg SRC-2 ag | TNAP act hi DEA | STAT3 activator | STAT1 blocker | ROMK mod | PPARg SRC1 recr
O=C(CN1CCN(c2ccc(Cl)cc2)CC1)Nc1ccc(F)c(F)c1 | -8.1 | 3.6 | 3.7 | 1583 | 1 | -2.0 | 0.9 | 100.1 | 2.4 | . | -2.0
OC(CN1C2=NCCCN2c2ccccc21)c1ccc2c(c1)OCO2 (stereo unspecified) | -2.9 | 14.4 | -7.7 | 1548 | 0.9 | -4.3 | 1 | 109.4 | 8.6 | -0.161 | 2.9
CCOC(=O)c1[nH]c(C)c(C(=O)OCC(=O)NC(=O)NC(C)(C)C)c1C | -0.2 | 9.0 | 17.6 | 1606 | 0.9 | 3.2 | 1 | 93.1 | -3.6 | . | 11.1
Cc1cc(C)nc(SCc2nc3ncccn3c2Br)n1 | 9.7 | 6.6 | 1.0 | 1567 | 0.9 | 7.2 | 1.1 | 102.8 | -3.7 | . | 3.1
COc1ccc(C)cc1S(=O)(=O)N(C)CC(=O)NC1CC1 | -12.1 | 7.7 | -7.3 | 1257 | 0.9 | -4.9 | 1.1 | 103.4 | -2.2 | 0.466 | -1.0
Cc1ccc(NC(=O)CCC(=O)NNC(=O)c2cccs2)c(C)c1 | 1.9 | -4.3 | 5.2 | 1586 | 1 | -3.8 | 1.1 | 101.6 | -0.3 | -0.753 | -2.2
CCOc1ccc(-n2nc3c(=S)[nH]nc(C)c3c2C)cc1 | 18.2 | 13.0 | 9.3 | 1667 | 0.9 | 10.8 | 1 | 95.7 | -8.9 | 0.132 | 16.2
CCOCCCNC(=O)C(NC(=O)Cc1cccs1)c1ccc(C)cc1 (stereo unspecified) | 2.6 | -9.3 | 5.6 | 1474 | 1.1 | -2.9 | 1 | 102.0 | -8.0 | -0.0169 | 5.6
O=C(NNC(=O)[C@@H]1CCCC[C@@H]1C(=O)O)Nc1ccccc1 | 2.6 | -55.2 | -0.3 | 1554 | 1.6 | 3.3 | 1.1 | 102.5 | 2.5 | . | 3.4
COc1cccc(S(=O)(=O)c2nc(C)c3c(n2)CCC3)c1 | -2.8 | -13.3 | 3.4 | 1459 | 1.1 | -4.3 | 1 | 102.7 | 10.9 | -0.958 | -8.4
CN(C(=O)CSc1nnc(-c2ccc(F)cc2)c2ccccc12)C1CCS(=O)(=O)C1 (stereo unspecified) | 2.8 | -4.7 | -6.9 | 1623 | 1 | 2.1 | 1.1 | 109.0 | 0.9 | -1.63 | -5.2
CSc1nc(Sc2cccc(Cl)c2)c2ccccc2n1 | -1.6 | 4.9 | 7.0 | 1464 | 1 | -4.2 | 1 | 102.8 | -2.1 | . | 3.7
Cc1c(C(=O)Oc2cccc3cccnc23)oc2ccccc12 | 0.8 | -6.7 | 8.8 | 1750 | 1.1 | 4.9 | 1 | 97.5 | -8.4 | -0.0717 | -0.8
Cc1cc(NC(=O)CCCn2cc([N+](=O)[O-])cn2)n(Cc2ccc(F)cc2)n1 | 3.8 | -5.2 | 6.5 | 1469 | 1.1 | -3.6 | 1 | 98.5 | 6.3 | -1.21 | 1.1
CC1(C)Cc2ccccc2C(N/N=C/c2ccc(Cl)cc2)=N1 | -0.3 | 10.4 | 18.4 | 1627 | 0.9 | 6.1 | 1 | 84.9 | 1.0 | 0.261 | 7.1
Cc1ccc(Cl)c(NC(=O)CN2CCNC(=O)C2)c1Cl | 1.0 | -10.6 | 7.4 | 1712 | 1.1 | 0.9 | 1.1 | 97.7 | -4.4 | 0.831 | -1.3
CCCCNC(=S)Nc1ccc(Cl)cc1 | 1.7 | 6.5 | 7.7 | 1535 | 0.9 | -0.2 | 1.1 | 93.0 | 8.9 | 0.0699 | 0.1
Cc1ccc(N(C)C(=O)N2CCN(S(=O)(=O)c3ccc(C)c(C)c3)CC2)cc1 | -6.5 | 0.7 | 3.1 | 1480 | 1 | 4.9 | 1 | 103.4 | 1.1 | -0.796 | -3.3
CCOC(=O)N1CCN(CC(O)COc2ccc(C)cc2C(C)(C)C)CC1 (stereo unspecified) | 1.8 | -51.0 | -1.1 | 1646 | 1.5 | 6.5 | 1 | 102.9 | 3.6 | -1.33 | 2.0
CCc1cc2c(=O)nc3n(c2s1)Cc1ccccc1/C3=C(/O)c1ccc(F)cc1 | -13.4 | 10.3 | -3.7 | 1440 | 0.9 | -1.9 | 1 | 108.3 | -14.3 | 0.00318 | -5.2
O=C(Nc1ccccc1OC(=O)c1ccc(Cl)cc1)c1ccc(Cl)cc1 | 1.8 | -3.6 | -49.7 | 1549 | 1 | 6.1 | 1 | 136.2* | 3.1 | . | 8.1
CCNS(=O)(=O)c1ccc2c(c1)NCC2 | -1.8 | 4.3 | -6.3 | 1889 | 1 | 13.4 | 1.1 | 105.3 | 17.2 | 0.579 | 6.4
CC(C)COc1ccc(C(=O)N/C(=C\c2cccc([N+](=O)[O-])c2)C(=O)OC(C)C)cc1 | 7.8 | 7.1 | 9.4 | 1491 | 0.9 | 2.3 | 1 | 92.8 | -5.6 | . | 0.4
CCc1c(C)sc(NC(=O)C2CCCO2)c1C#N (stereo unspecified) | -0.1 | 8.8 | -6.4 | 1617 | 0.9 | -6.5 | 1 | 107.7 | -5.5 | 0.592 | 5.7
N#Cc1ccc(C(=O)Nc2cc(S(=O)(=O)N3CCCC3)ccc2OCC(F)(F)F)cc1 | -3.1 | 4.3 | -1.2 | 1677 | 1 | -7.5 | 1 | 98.9 | 0.9 | -0.514 | -2.1
O=C(COc1ccccc1)NCC(=O)NC1=NCCS1 | -10.9 | -22.9 | 2.2 | 1578 | 1.2 | 0.0 | 1 | 106.8 | -5.7 | . | -4.0
COc1ccc(CCNC(=O)c2c(O)c3cccc4c3n(c2=O)CC4)cc1 | 3.4 | 16.2 | 9.8 | 1575 | 0.8 | 3.8 | 1 | 94.8 | -1.2 | . | -5.3
O=C(CCS(=O)(=O)c1cccc2nonc12)N1CCOCC1 | -2.5 | 6.7 | 8.5 | 1599 | 0.9 | 4.9 | 1 | 98.3 | -4.0 | . | 8.4
CCC(=O)NC(/C=C/c1ccccc1)c1cc([N+](=O)[O-])c2cccnc2c1O (stereo unspecified) | 3.4 | -9.8 | 8.1 | 1383 | 1.1 | -2.9 | 0.8 | 97.3 | -5.2 | . | 5.0
CC1CCN(C(=S)c2ccc(O)cc2)CC1 | 4.7 | -3.4 | -0.8 | 1559 | 1 | 13.8 | 1 | 104.2 | 0.4 | . | 8.2
O=S(=O)(Nc1nc2ccc(S(=O)(=O)N3CCCCC3)cc2s1)c1ccccc1 | -1.4 | 6.6 | 5.3 | 1640 | 0.9 | 7.2 | 1 | 96.9 | 1.4 | . | 9.5
O=C(O)CCC(=O)NC1CCCCC1NC(=O)CCC(=O)O (stereo unspecified) | 3.1 | . | -5.7 | 1520 | . | 5.2 | . | 110.5 | -1.9 | . | 5.4
Cc1ccc(NC(=O)c2ccccc2CCc2ccccc2)c(C)c1 | -6.6 | 8.9 | 3.3 | 1459 | 0.9 | 5.3 | 1.1 | 101.3 | 1.9 | -0.098 | -2.8
CC(C)c1ccc(NC(=O)CCCN2C(=S)NC(C)(C)CC2C)cc1 (stereo unspecified) | -3.7 | 5.8 | 24.9 | 1718 | 0.9 | 0.6 | 1 | 83.9 | -1.7 | 1.98 | -0.3
CC(NC(=S)Nc1ccc(Cl)cc1Cl)C(c1cccs1)N1CCCC1 (stereo unspecified) | -0.1 | 14.4 | -1.3 | 1415 | 0.9 | -4.4 | 1 | 104.5 | 9.9 | -3.23 | -1.4
CCOc1ccc(NC(=O)CSc2nnc(-c3ccccc3Cl)n2Cc2ccco2)cc1 | 0.3 | -4.3 | 5.3 | 1672 | 1 | 3.6 | 1.1 | 97.7 | -3.2 | . | 3.0
Cc1c(NC(=O)CCc2ccccc2)cccc1[N+](=O)[O-] | -6.5 | 18.8 | -4.1 | 1398 | 0.8 | -15.1 | 1 | 104.4 | 2.7 | -0.35 | 6.7
Cc1ccc(NS(=O)(=O)c2ccc(NC(=O)c3ccc(Br)o3)cc2)c(C)c1 | -11.6 | 15.3 | 10.0 | 1526 | 0.8 | 6.2 | 1 | 92.8 | 10.8 | -1.39 | -0.6
COc1ccc(Cn2c(=O)[nH]c3cc(C(=O)N4CCN(Cc5ccccc5)CC4)ccc3c2=O)cc1 | 4.4 | 3.9 | 64.4* | 1627 | 1 | 6.6 | 1 | 50.3 | 2.4 | . | 5.5
COc1ccccc1-n1c(SCC(=O)NCc2ccc3c(c2)OCO3)nc2cc([N+](=O)[O-])ccc21 | 3.9 | . | -4.9 | 1656 | 0.3 | 18.2 | 1 | 101.8 | 3.9 | -1.93 | 0.7
Cc1ccc2c(c1)nnn2C1CCN(C(=O)Nc2ccccc2C)CC1 | -6.0 | 5.0 | 10.6 | 1346 | 0.9 | -6.5 | 1 | 92.2 | -4.3 | 0.909 | -9.6
CCC(C)c1ccc(OCCN2CCCC2)cc1 (stereo unspecified) | -0.2 | 14.3 | -5.5 | 1452 | 0.9 | 1.4 | 1 | 104.8 | -6.0 | 0.19 | -4.5
O=[N+]([O-])c1ccc(N2N=C(c3ccco3)CC2c2ccccc2)cc1 (stereo unspecified) | 6.7 | 42.4 | 14.9 | 1680 | 0.6 | 12.7 | 0.8 | 96.8 | 4.9 | . | 10.0
O=C(NNC(=S)Nc1ccccc1)c1cccc(S(=O)(=O)N2CCOCC2)c1 | 2.3 | -45.4 | -1.6 | 1666 | 1.5 | 13.7 | 1.1 | 103.3 | -15.2 | 0.0901 | 4.6

Record cards (already shown). Values in the order: PPARg SRC3 recr | bIAP inh | STAT3 blocker | SRC2 TRFRET art | bIAP activator | PPARg SRC-2 ag | TNAP act hi DEA | STAT3 activator | STAT1 blocker | ROMK mod | PPARg SRC1 recr
`CCC(C)c1ccc(OCCN2CCCC2)cc1` (stereo unspecified) as listed: -0.2 | 14.3 | -5.5 | 1452 | 0.9 | 1.4 | 1 | 104.8 | -6.0 | 0.19 | -4.5
`Cc1ccc2c(c1)nnn2C1CCN(C(=O)Nc2ccccc2C)CC1` as listed: -6.0 | 5.0 | 10.6 | 1346 | 0.9 | -6.5 | 1 | 92.2 | -4.3 | 0.909 | -9.6
`O=C(NNC(=S)Nc1ccccc1)c1cccc(S(=O)(=O)N2CCOCC2)c1` as listed: 2.3 | -45.4 | -1.6 | 1666 | 1.5 | 13.7 | 1.1 | 103.3 | -15.2 | 0.0901 | 4.6
`O=[N+]([O-])c1ccc(N2N=C(c3ccco3)CC2c2ccccc2)cc1` (stereo unspecified) as listed: 6.7 | 42.4 | 14.9 | 1680 | 0.6 | 12.7 | 0.8 | 96.8 | 4.9 | . | 10.0

Screens deposited in PubChem by several laboratories.
